hgDAF12 agonist – agonists of H. glycines DAF-12 nuclear receptor; HEK293 GAL4-hgDAF12 UAS-luciferase reporter, agonist luminescence; normalized to butyrate control; activation, % at 6.8 µM; actives 1.8% (n = 370,000);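 active = activation above a cutoff set at the mean of all screened compounds plus 3 SD, cut at about 10% in these data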;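 note: 0% = DMSO wells and 100% = sodium butyrate wells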
PG9 Ab binder – binds the HIV-1 gp120 antibody PG9. TR-FRET gp120-PG9 antibody binding. actives 0.43% (n = 360,000). inhibition, % at 6.7 µM; in the data active = inhibition above about 8.5%
ADAM17 inh – inhibits human ADAM17; inhibition, % at 6.95 µM; actives 0.83% (n = 370,000); P78536; AID 720648; recombinant ADAM17, EDANS/DABCYL FRET peptide cleavage;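 active = inhibition above the mean of compounds lying between control limits plus 3 SD, set per campaign, cut at about 8.5% in these data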;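 note: 0% = DMSO-only wells as the low control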
hcDAF12 agonist – H. contortus DAF-12 activation, primary screen | HEK293 hcDAF-12 lit1-tk-luc reporter, luminescence; 0% DMSO, 100% Δ7-dafachronic acid | activation, % at 6.8 µM | actives 1.4% (n = 370,000) | AID 652067;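 active = activation above the mean of all tested compounds plus 3 SD, cut at about 5.5% in these data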;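 note: 100% = response to 3 µM Δ7-dafachronic acid high control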
ssDAF-12 act – activators of S. stercoralis DAF-12 nuclear receptor. activation, % at 6.8 µM. HEK293 ssDAF-12/GRIP1 lit1-tk-luc reporter, luminescence; % of 3 µM dafachronic acid response. actives 1% (n = 370,000). AID 652126;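 active = activation above the mean over all tested compounds plus 3 SD, cut at about 0.9% in these data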;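 note: 0% = DMSO-only wells and 100% = 3 µM delta7-dafachronic acid wells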
DAX1 inh-1 – DAX1 (NR0B1) inhibition, primary screen | AID 652010 | actives 1.1% (n = 370,000) | HEK293T StAR-luciferase reporter, SF-1/DAX-1 repression relief | inhibition, % at 6.8 µM;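 active = inhibition above the mean over all tested compounds plus 3 SD, cut at about 3.6% in these data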;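 note: 0% = DAX-1 cells with DMSO and 100% = cells lacking DAX-1 with DMSO; higher inhibition means more luminescence from relief of DAX-1 repression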
FXN GAA850 act – frataxin GAA850 promoter activation | HEK293 lucGAA850 FXN promoter luciferase reporter, 24 h; percent of 10 µM SAHA response | activation, % at 6 µM | actives 0.56% (n = 360,000) | AID 540364;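 active = activation above the average of all compounds screened plus 3 SD, cutoff fixed separately per campaign, cut at about 7.5% in these data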;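 note: 0% = DMSO wells and 100% = 10 µM SAHA wells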
NPR1 activator – GC-A (human) enzyme activation | HEK293 GC-A cells, cGMP TR-FRET, EC30 ANP; 0% at EC30 ANP, 100% saturating ANP | P16066 | activation, % at 10 µM | AID 1671463 | actives 0.14% (n = 370,000); in the data active = activation above about 40%
Target sequence (P16066 whole entry, looked up): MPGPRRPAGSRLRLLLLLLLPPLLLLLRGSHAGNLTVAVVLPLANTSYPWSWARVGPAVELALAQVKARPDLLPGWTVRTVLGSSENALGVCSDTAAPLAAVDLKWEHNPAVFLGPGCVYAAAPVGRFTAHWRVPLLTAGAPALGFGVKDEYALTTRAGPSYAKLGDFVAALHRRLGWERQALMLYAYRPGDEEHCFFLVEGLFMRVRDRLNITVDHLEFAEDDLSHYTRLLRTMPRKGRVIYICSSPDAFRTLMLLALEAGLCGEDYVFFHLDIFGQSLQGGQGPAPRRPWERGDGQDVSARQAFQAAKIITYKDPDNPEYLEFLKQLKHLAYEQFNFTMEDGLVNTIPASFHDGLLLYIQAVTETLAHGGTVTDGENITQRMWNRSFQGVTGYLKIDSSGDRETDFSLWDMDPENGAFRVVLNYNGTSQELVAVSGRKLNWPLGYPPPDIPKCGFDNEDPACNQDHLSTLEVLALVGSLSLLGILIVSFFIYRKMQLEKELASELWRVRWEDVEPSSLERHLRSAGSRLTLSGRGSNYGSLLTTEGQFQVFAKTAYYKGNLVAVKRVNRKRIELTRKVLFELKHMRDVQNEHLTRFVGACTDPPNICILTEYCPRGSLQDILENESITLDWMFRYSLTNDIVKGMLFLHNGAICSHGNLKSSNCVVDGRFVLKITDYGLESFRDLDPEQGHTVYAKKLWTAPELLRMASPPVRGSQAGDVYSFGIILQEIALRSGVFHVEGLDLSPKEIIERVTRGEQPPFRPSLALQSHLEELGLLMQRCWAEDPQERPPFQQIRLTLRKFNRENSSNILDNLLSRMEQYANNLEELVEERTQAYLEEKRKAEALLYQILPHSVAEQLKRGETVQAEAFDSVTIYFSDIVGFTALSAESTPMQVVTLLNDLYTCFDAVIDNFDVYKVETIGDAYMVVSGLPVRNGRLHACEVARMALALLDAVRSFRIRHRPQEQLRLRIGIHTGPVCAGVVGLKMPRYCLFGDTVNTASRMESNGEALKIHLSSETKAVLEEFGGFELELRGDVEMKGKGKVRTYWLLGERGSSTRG
SMARCA2 activ – activators of SMARCA2 function | MG213 cells, MMTV-luciferase reporter, dexamethasone, overnight | activation, % at 9.1 µM | AID 652017 | actives 1% (n = 370,000); in the data active = activation above about 7.8%;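 note: 0% = vehicle wells and 100% = reference activator wells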
ADAM10 inh – ADAM10 inhibition, QFRET primary screen; actives 0.62% (n = 370,000); AID 720582; recombinant ADAM10, EDANS/DABCYL FRET peptide cleavage, 3 h; O14672; inhibition, % at 7 µM;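 active = inhibition above a per-campaign cutoff equal to the mean of compounds falling between control-based bounds plus 3 SD, cut at about 20% in these data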;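 note: 0% = DMSO wells while the 100% control is not disclosed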
DAX1 inh-2 – NR0B1 (DAX1) inhibition; P51843; HEK293 Gal4-DAX1 luciferase reporter, luminescence; inhibition, % at 6.75 µM; actives 0.99% (n = 340,000); AID 504766;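 active = inhibition above the mean over all tested compounds plus 3 SD, cut at about 4.2% in these data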;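 note: 0% = DAX1-transfected cells with DMSO and 100% = empty-vector control cells with DMSO; inhibition shows as a rise in luminescence from relieved DAX1 repression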
* marks the source's active call; other numbers are inactive results; i = inactive; . = not tested or not shown.

SMILES	hgDAF12 agonist	PG9 Ab binder	ADAM17 inh	hcDAF12 agonist	ssDAF-12 act	DAX1 inh-1	FXN GAA850 act	NPR1 activator	SMARCA2 activ	ADAM10 inh	DAX1 inh-2
O=C(CNC(=O)c1ccc(Cl)c([N+](=O)[O-])c1)OCN1C(=O)c2ccccc2C1=O	-1.9	1.8	-1	-1.6	-1.2	-0.4	3.6	-2	-1	-9	0.9
Cc1cc(C)cc(N2CC(O)=C(c3nc4ccccc4c(=O)[nH]3)C2=N)c1	-3.5	5.6	-4	0.6	-0.6	0.0	-3.5	2	-3	-14	0.3
COc1cccc(-c2nnc(NC(=O)c3ccco3)s2)c1	4.5	2.8	1	2.8	-0.1	1.3	4.3	1	4	-5	1.9
Cc1ccc(C)c(NC(=S)N(C2CCCCC2)C(C)c2cccnc2)c1 (stereo not drawn)	-4.6	0.2	-5	-2.1	-1.2	0.1	1.4	4	-2	-2	-0.3
O=C(CCCN1C(=O)/C(=C\c2cccc(Br)c2)SC1=S)Nc1cccnc1	1.2	-0.3	2	-1.9	-0.8	0.3	-1.5	-8	-2	2	-1.1
O=C(c1cccn(Cc2ccc(Cl)c(Cl)c2)c1=O)N1CCOCC1	0.6	-0.1	-1	-1.2	-1.3	-0.1	-0.8	2	-1	-3	0.5
Cc1ccc2nsnc2c1NC(=O)c1sc2ccccc2c1Cl	0.1	5.0	-3	-0.1	-1.8	-0.4	-0.8	14	-3	-8	-0.4
CCC1Nc2ncnc(N3CCOCC3)c2N(Cc2ccc(OC)cc2)C1=O (stereo not drawn)	-2.4	-4.5	2	-1.4	-1.3	0.3	0.9	0	-1	-8	0.1
CC(=O)Nc1ccc(S(=O)(=O)NCC(=O)OCC(=O)Nc2sccc2C(N)=O)cc1	-0.9	-2.8	-6	-0.1	-1.0	-0.4	-0.2	0	-2	-72	2.8
COc1ccc(NC(=O)CSCC(=O)N(C)CC(=O)Nc2c(C)cccc2C)cc1	-0.6	0.1	-3	-0.8	-0.8	-0.5	0.1	4	-3	-19	1.5
C=CCc1ccc(OCc2ccc(C(=O)O)o2)c(OC)c1	10	-1.3	0	6.0*	-0.1	2.2	0.1	1	4	4	-1.3
C=CCOC(=O)C1=C[C@@H](c2ccc(Br)cc2)C[C@@H](OCCCCO)O1	-0.6	0.7	-1	-2.2	-1.2	-0.1	-0.1	-4	2	-3	-0.8
Cc1nc(-c2cccc(Cl)c2)n[nH]1	0.1	-0.3	5	0.1	-1.4	0.9	0.1	-1	-2	8	0.7
CCOC(=O)CCCCCC(=O)Nc1ccc2c(c1)CC(=O)N([C@@H](C)CO)C[C@@H](C)[C@@H](CN(C)C(=O)Nc1ccc(C(F)(F)F)cc1)O2	0.2	-0.4	3	-1.4	-1.5	0.0	0.3	-3	-1	7	-0.4
CCc1onc(C)c1C(=O)Nc1ccc(N2CCOCC2)cc1	1.5	-0.4	-2	-0.7	-1.3	0.0	0.6	0	-3	-8	0.4
CCOC(=O)C1CCCN(C(=O)c2ccc(Cl)cc2)C1 (stereo not drawn)	-1.1	0.1	-9	-0.8	-2.1	-0.5	-1.3	-4	-1	-2	-0.3
CCN(CC)S(=O)(=O)c1ccc(S(=O)(=O)NCC2CCCO2)cc1 (stereo not drawn)	-0.8	-1.0	-3	-0.9	-1.8	-0.4	0.5	3	-2	1	-0.2
O=C(NCCC1=CCCCC1)N[C@@H](Cc1ccccc1)C(=O)O	-0.1	-0.9	5	-1.4	-0.8	0.1	-1.1	-8	2	0	-0.5
CC(NC(=O)C1CCN(CCOc2ccc(Cl)cc2)CC1)c1cccc2ccccc12 (stereo not drawn)	-1.1	-0.3	0	-1.7	-1.4	-0.5	-1.4	-6	-4	-4	.
N#CC(C#N)=C1C(=O)N(CCN2CCOCC2)c2ccccc21	-0.7	-3.3	-10	1.4	-1.4	0.1	1.1	-1	-5	4	1.0
CCNC(=O)COC(=O)c1cccc(Br)c1	4.0	1.3	-7	1.6	-0.9	0.3	-0.5	-1	-2	-6	1.1
COc1ccc(CCNc2cc(C)nc3c(-c4ccc(Cl)cc4)cnn23)cc1OC	-0.5	-3.4	-203	1.5	-1.1	-0.5	-1.7	7	-3	i	-0.3
CC1=CC(C)C2(COC(=O)Nc3ccccc3)COC(C)C1C2C (stereo not drawn)	-2.4	-1.0	3	-0.5	-1.2	0.2	-1.9	-3	-2	6	-1.3
Cn1cccc1/C=C1\SC(=S)N(NC(=O)c2ccccc2)C1=O	-2.1	-4.4	5	-3.1	-1.3	-0.4	-0.6	2	-1	7	1.1
COc1ccc(CN(C)C(=O)CCl)cc1	5.9	-0.4	-3	0.0	-1.0	-2.8	-7.2	2	-4	10	-1.1
CC(C)COc1ccc(-c2cc(C(=O)NN)[nH]n2)cc1	20*	-0.5	-4	13*	2.2*	4.0*	5.0	-1	2	-7	0.0
CCOC(=O)C1(CCOc2ccccc2)CCN(Cc2cccc3c2OCO3)CC1	-0.3	-0.6	1	-1.4	-1.7	0.2	-5.2	-7	-5	-2	-1.3
COc1cc(S(=O)(=O)Nc2ccc(C)cc2)ccc1N=Cc1c(C)c(C#N)c(=O)n(C)c1O	2.0	-2.7	1	-0.9	0.2	-0.1	2.5	-20	2	-3	.
COC(=O)N1C[C@H](OC(=S)Nc2ccc(OC)cc2OC)[C@H]2C[C@@H]1c1ccccc1O2	-3.7	-0.6	2	-1.0	-1.3	-0.6	.	-2	-5	0	.
O=C(NCCc1ccccc1)Nc1nnc([C@@H]2C[C@H](O)[C@@H](CO)O2)s1	0.4	-3.1	-2	-1.0	-1.2	-0.2	-0.5	1	4	-6	.
Cc1cc(-n2c(C)cc(C(=O)CSc3nnnn3-c3ccccc3)c2C)no1	-0.4	-2.5	1	-2.5	-1.8	-1.7	1.5	0	-1	3	-0.1
CCCCn1nc(C(=O)OCC(=O)Nc2sccc2C(N)=O)c2ccccc2c1=O	-1.8	1.4	-6	-1.9	-1.5	-0.1	-0.9	-6	-3	3	-0.8
CCOC(=O)N1CCN(C(=O)C[C@H]2C[C@@]3(C(=O)OC)C(=C[C@H](C(C)(C)C)O[C@@H]3C)N(Cc3cccc4ccccc34)C2=O)CC1	-1.4	.	8	-0.6	-1.1	-0.7	.	-4	-6	16	.
O=C(CCS(=O)(=O)Cc1ccccc1F)N1CCc2ccccc2C1	0.2	0.8	-21	-1.4	-0.9	0.1	-3.6	-3	-2	0	2.5
S=C(NCc1ccccn1)NN=Cc1ccccn1	0.0	-1.7	-13	3.7	-0.1	-0.5	-5.6	1	2	-22	0.0
Cc1noc(C)c1C(=O)N1CCc2ccccc2C1	-1.3	4.6	-6	0.0	-1.4	-0.1	-1.1	-1	-1	0	0.1
Cc1ccc(NC(=O)CNc2cc(S(=O)(=O)N3CCOCC3)ccc2N2CCOCC2)cc1S(=O)(=O)N(C)C	0.5	-1.2	-6	-0.7	-0.7	-0.6	0.3	-3	-4	-5	2.4
Nc1ccc2oc(-c3ccccn3)nc2c1	4.6	-0.9	-2	1.6	-0.5	0.7	3.6	-3	6	0	1.8
NNC(=O)c1cc2cc3ccccc3nc2s1	3.6	-2.6	0	2.8	-0.5	0.7	1.2	-1	3	0	0.6
CCC(C)(C)NC(=O)C(c1ccc(C)cc1)N(CC1CCCO1)C(=O)CNC(=O)c1cccs1 (stereo not drawn)	0.1	1.0	-3	-1.2	-1.9	-0.2	-1.6	-3	0	1	-0.6
CC(C)[C@@H](C(=O)NC1CCCC1)N1C(=O)N2CCc3c([nH]c4ccccc34)[C@@]2(C)C1=O	-2.1	-1.2	2	-0.3	-1.8	-0.3	-1.6	-6	-1	-1	0.6
COc1ccccc1NC(=O)c1ccc2c(c1)OCO2	9.3	-1.5	0	2.9	-0.8	1.1	2.3	4	1	6	0.5
COc1ccc(C(=O)NCc2csc(C(C)C)n2)cc1OC1CCN(C(C)=O)CC1	0.4	-3.2	-4	0.8	-1.2	0.4	0.8	-4	-1	-8	0.2
CCOC(=O)c1c(C)[nH]c(C)c1C(=O)CSc1nc2ccccc2c(=O)n1-c1ccc(F)cc1	-5.8	-0.2	10*	-3.9	-2.3	-1.1	-2.2	1	-1	19	-1.3
COc1ccc(CCNC(=O)CSc2nnc(-c3cccc(C)c3)o2)cc1OC	-0.1	1.6	-6	-1.7	-1.6	-1.4	0.1	0	-2	-7	-0.8
N#C/C(=C\c1cccnc1)c1ccc(Br)cc1	3.9	-2.2	-3	-2.5	-1.8	-0.3	2.2	-1	-1	-1	0.8
COc1ccc(N2CCN(C(c3ccccc3)c3nnnn3Cc3ccc(F)cc3)CC2)cc1 (stereo not drawn)	-0.5	-0.2	-6	-2.0	-1.4	-1.2	-1.6	-5	0	7	-1.1
COc1ccc(S(=O)(=O)N2CCCCCC2)cc1NC(=O)CCc1cc(OC)c(OC)c(OC)c1	-0.4	-1.0	1	-2.1	-1.1	-0.4	1.9	-1	2	2	-0.7
Cc1c(N)cccc1-n1cnnn1	-1.0	0.3	-6	0.2	-1.4	-0.1	1.5	4	1	0	-0.2
Cc1cccc(CN2CCNC2=O)c1	1.1	-2.8	-2	0.0	-1.1	0.1	0.3	3	3	6	1.1
O=C(c1cc2cc([N+](=O)[O-])ccc2oc1=O)N1CCN(C2CCCCC2)CC1	-0.3	0.7	-4	-0.5	-1.4	0.1	-1.1	-1	-3	-7	0.1
CCOC(=O)c1c(CN2CCCCC2)n(C)c2cc(Br)c(O)cc12	-2.0	2.6	-3	-2.0	-1.9	-0.8	-1.7	-1	-4	-9	-3.6
Cc1c(C(=O)NC(=S)Nc2ccc(N3CCOCC3)cc2)cccc1[N+](=O)[O-]	5.1	-0.5	0	1.3	0.1	-0.3	0.0	4	-4	2	0.2

Source: PubChem (several laboratories)
